# High-throughput results: PubChem BioAssay, National Center for Advancing Translational Sciences (NCATS)
# TSG101-PTAP inh: blocks PTAP/TSG101 interaction to inhibit HIV-1 budding | Q99816 | Fluorescence polarization, FITC-PTAP peptide / Tsg101 binding | Potency, µM (doses to about 115 µM), for inactives: top-dose activity change, negative = inhibition, usual class: inhibitors | 340,000 tested, under 10 active; active = well fitted inhibition curve with a large enough effect in the main read-out, with a control signal flat, not every such curve was filed as active; inconclusive = small, poorly fitted or top-dose-only effect, or effect the other way, or a change in a side signal; inactive = no such curve, though single readings can be large or run the other way; also: potency is read from the fitted curve at half-maximal effect; % of control where 0% means no effect
# Target sequence (Q99816 whole entry, looked up): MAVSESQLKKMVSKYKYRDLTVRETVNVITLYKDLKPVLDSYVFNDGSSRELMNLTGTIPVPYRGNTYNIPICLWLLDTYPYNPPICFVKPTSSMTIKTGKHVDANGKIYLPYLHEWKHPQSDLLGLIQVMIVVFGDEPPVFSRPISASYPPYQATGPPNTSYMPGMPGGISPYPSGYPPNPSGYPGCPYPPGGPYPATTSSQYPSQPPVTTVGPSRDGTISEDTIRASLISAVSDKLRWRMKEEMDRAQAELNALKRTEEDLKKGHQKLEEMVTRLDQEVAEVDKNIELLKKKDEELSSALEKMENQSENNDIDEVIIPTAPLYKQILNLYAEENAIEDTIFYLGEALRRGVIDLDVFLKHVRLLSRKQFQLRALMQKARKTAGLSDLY
#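 Tsg101 binding domain (10 uM final) was mixed with compound and a FITC-labeled PTAP peptide (50 nM final) in HEPES pH 7.5 buffer with NaCl, Tween 20, EDTA and TCEP; fluorescence polarization was read after 20 min at r.t.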
# Chronic BCR inh: inhibitors of chronic active B-cell receptor signaling; ABC-DLBCL IkBa-CBG/CBR reporter, luminescence ratio, 4 h; Potency, µM (series often up to 46.1 µM), for the others: at the top dose ratio change, negative = lower green/red ratio, hits mostly inhibitors; hit rate 0.05% among 340,000; active = well fitted inhibition curve with a large enough effect in the signal ratio, with a control signal flat, not every such curve was filed as active; inconclusive = small, poorly fitted or top-dose-only effect, or effect the other way, or a change in a side signal; the % refers to the signal ratio;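 also: potency is read from the fitted curve at half-maximal effect; plate controls were basal doxycycline-induced cells for no effect and cells given 10 µM MG132 for full effect; MG132 reads +100%, hits lower the ratio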
#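 Compounds up to 46 uM were incubated four hours with TMD8 cells whose green CBG68 luciferase is fused to IkappaBalpha; red CBR luminescence normalised the signal, and concentration-effect curves were fitted to fusion, red and ratio data.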
# ELG1 repair inh: blocks ELG1-dependent DNA repair in HEK293T cells; Potency, µM (doses to about 46.1 µM), for the others: top-dose activity change, negative = inhibition, actives largely listed as inhibitors; HEK293T ELG1-luciferase reporter, luminescence, 16 h; DNA damage induced by 5-fluorouridine; hit rate 2.3% among 330,000; also: potency is read from the fitted curve at half-maximal effect; % is scaled to controls: 0 for no effect and ±100 for the full control effect; nearly all actives have a fitted effect of over 55% in size
#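 Cells (2,000 per well) received 5-fluorouridine plus test compound or DMSO and were incubated 16 hr at 37 °C, 5% CO2. Luciferase activity was read by luminescence 30 min after ONE-Glo addition; signal suppression marked inhibition of damage-induced ELG1 function.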
# TSHR antag: blocks TSH signaling through the human TSH receptor; P16473; TSHR-expressing cells, TSH-stimulated cAMP HTRF, 2 h; active compounds read low; activity change, negative = inhibition, % at 11.5 µM; hit rate 0.2% among 330,000; AID 504810;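 active = activity change below a set negative limit, meaning inhibition stronger than a set level, cut at about -70% in these data; inconclusive = activity change between two set negative limits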; also: % is scaled to controls: 0 for no effect and ±100 for the full control effect
# Target sequence (P16473 whole entry, looked up): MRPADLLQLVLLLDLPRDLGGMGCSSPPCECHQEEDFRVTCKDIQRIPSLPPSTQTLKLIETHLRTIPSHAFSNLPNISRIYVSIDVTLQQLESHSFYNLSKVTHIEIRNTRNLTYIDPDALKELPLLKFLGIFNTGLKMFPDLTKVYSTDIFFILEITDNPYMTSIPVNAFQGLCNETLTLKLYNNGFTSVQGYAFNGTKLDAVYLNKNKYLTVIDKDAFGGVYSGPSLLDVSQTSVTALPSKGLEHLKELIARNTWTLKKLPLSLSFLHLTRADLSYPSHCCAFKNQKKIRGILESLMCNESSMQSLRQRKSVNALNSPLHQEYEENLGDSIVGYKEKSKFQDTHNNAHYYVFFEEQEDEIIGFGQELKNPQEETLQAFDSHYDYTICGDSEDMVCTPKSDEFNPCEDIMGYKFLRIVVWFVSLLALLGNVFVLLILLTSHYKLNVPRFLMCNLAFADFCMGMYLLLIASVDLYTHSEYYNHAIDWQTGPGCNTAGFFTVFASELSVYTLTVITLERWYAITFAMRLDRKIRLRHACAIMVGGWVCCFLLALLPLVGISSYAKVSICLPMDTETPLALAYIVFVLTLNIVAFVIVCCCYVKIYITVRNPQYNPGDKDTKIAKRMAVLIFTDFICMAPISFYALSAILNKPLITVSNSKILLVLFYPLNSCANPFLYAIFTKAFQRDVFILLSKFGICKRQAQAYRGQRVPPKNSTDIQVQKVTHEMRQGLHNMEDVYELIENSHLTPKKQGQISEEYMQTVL
#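 Cell-based HTRF cAMP assay; TSHR cells + compound, TSH EC80 (4nM final), 2 h, 37 deg C. Lysis with anti-cAMP cryptate and cAMP-d2, 30 min RT, read 665/620 nm.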
# USP2a inh: USP2a (human) protease inhibition; O75604; USP2 core, Ub-CHOP2 coupled fluorogenic reporter, 485/531; Potency, µM (top dose mostly 38.3 µM), for the others: at the top dose activity change, negative = inhibition, hits mostly inhibitors; hit rate 0.01% among 330,000; AID 463254;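 also: potency is read from the fitted curve at half-maximal effect; plate controls were DMSO wells for no effect and full inhibition by NEM control for full effect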
#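 USP2 core (10nM final) preincubated 30min RT with compound in 20mM Tris-HCl pH 8.0, 2mM CaCl2, 2mM beta-mercaptoethanol, 0.05% CHAPS; 25nM Ub-CHOP2 plus 25nM reporter substrate added, fluorescence (Ex485/Em531) read after 60min.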
# B2AR arrestin: beta2AR (human) beta-arrestin recruitment activity; AID 492947; beta-arrestin recruitment to beta2AR, cell-based reporter; P07550; Potency, µM (titrated, usually from 46.1 µM), for the others: top-dose activation, usual class: activators; hit rate 0.02% among 330,000;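 also: potency is read from the fitted curve at half-maximal effect; 0% = DMSO controls and full agonism = EC100 isoproterenol or metaproterenol; nearly all actives have a fitted effect of over 65% in size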
# Tb PFK block: blocks T. brucei phosphofructokinase; O15648; T. brucei PFK, ADP-Glo luminescence; Potency, µM (doses to about 57.5 µM), inactives show at the highest dose activity, negative = inhibition, most hits filed as inhibitors; hit rate 0.17% among 330,000; AID 485367;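 also: potency is read from the fitted curve at half-maximal effect; 0% = uninhibited 1x PFK enzyme wells and -100% = no-enzyme wells; nearly all actives have a fitted effect of over 60% in size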
#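 ADP-Glo luminescence quantified ADP after 45 min at room temperature, with 1.25 nM T. brucei PFK, 0.1 mM ATP and 0.5 mM fructose-6-phosphate in pH 8.0 TEA buffer. qHTS titrations up to 57 µM; curves classified by quality.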
# uPA surface inh: cell surface uPA generation inhibition | cell surface uPA generation assay, qHTS | Potency, µM (titrated, usually from 38.3 µM), inactives show at the top dose activity change, negative = inhibition, actives largely listed as inhibitors | hit rate 0.31% among 330,000; active = well fitted inhibition curve with a large enough effect; inconclusive = small, poorly fitted or top-dose-only effect; inactive = no such curve, though single readings can be large or run the other way; tested in mouse RAW 264.7 cells; also: potency is read from the fitted curve at half-maximal effect; % is scaled to controls: 0 for no effect and ±100 for the full control effect; nearly all actives have a fitted effect of over 55% in size
# Eya2 inh: Eya2 (human) phosphatase inhibition. O00167. recombinant Eya2, OMFP fluorescence dephosphorylation (OMFP is methylfluorescein phosphate). Potency, µM (highest dose often 76.9 µM), for inactives: at the highest dose activity, negative = inhibition, most hits filed as inhibitors. hit rate 0.006% among 330,000. AID 488837; also: potency is read from the fitted curve at half-maximal effect; % is scaled to controls: 0 for no effect and ±100 for the full control effect
#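 Eya2 protein (added as 0.2 uM solution) was preincubated with compound for 10 min at ambient temperature in 50 mM HEPES pH 7.5, 50 mM NaCl, 5 uM MgCl2, 0.05% BSA, 1 mM DTT. OMFP (added at 50 uM) then reacted 10 min; fluorescence read at 485/525 nm.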
# TCR activator: activates T cell receptor signaling. 330,000 tested, under 10 active. Potency, µM (doses to about 9.22 µM), without a hit: at the highest dose activation of IL-2 secretion, most hits filed as activators. primary human leukocytes, anti-CD3, IL-2 HTRF, 48 h; also: % of control where 0% means no effect
#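 Using a-CD3 beads without co-stimulation, primary human leukocytes were exposed to compounds for 48 hr. An HTRF IL-2 kit measured the cytokine, with europium-to-d2 energy transfer producing emission at 665nm upon 320nm excitation.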
# Mito fusion yeast: blocks mitochondrial division or promotes mitochondrial fusion | hit rate 0.23% among 320,000 | S. cerevisiae fusion-defective mutant growth rescue, CellTiterGlo 48 h | AID 485298 | Potency, µM (series often up to 46.1 µM), for the others: top-dose growth rescue (activation), actives largely listed as activators;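 also: potency is read from the fitted curve at half-maximal effect; % of control where 0% means no effect; nearly all actives have a fitted effect of over 45% in size; temperature-sensitive fusion mutants such as fzo1-1 at 37 °C on non-fermentable ethanol glycerol medium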
#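 Temperature-sensitive fusion-defective S. cerevisiae (e.g. fzo1-1, mgm1-5) were grown with compound in YPEG medium (3% ethanol, 3% glycerol) for 48 hours at 37C. Growth rescue was measured as viability by CellTiterGlo luminescence after 10 minutes at ambient.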
# * hit, by the source's call; ? = inconclusive; nt = no result given; [ ] = remark or other dose. Unless noted, calls follow the shape of the dose curve; as a rule, active = well fitted curve in the direction sought with a large enough effect; inconclusive = small, poorly fitted or top-dose-only effect, or another doubt; inactive = no such curve, though single readings can be large; an effect the other way counts as inactive or inconclusive. Compounds were not picked by outcome, and some 3% of all compounds hit somewhere here.
SMILES,TSG101-PTAP inh,Chronic BCR inh,ELG1 repair inh,TSHR antag,USP2a inh,B2AR arrestin,Tb PFK block,uPA surface inh,Eya2 inh,TCR activator,Mito fusion yeast
Cc1noc(C)c1CNCc1ccccc1,-7%,5%,?,12,-2%,-0.5%,-21%,5%,-28%,-9%,?
CCOc1nc(-c2ccccc2)c2cc(C)ccc2n1,-1%,6%,9%,-6,0%,-1.1%,0%,-17%,-6%,7%,-1%
CCCCOc1ccc(C(=O)Nc2cccc(-n3cnnn3)c2)cc1OC,0%,2%,2%,-16,3%,0.1%,2%,-9%,18%,-5%,-2%
C[C@H](CO)N1C[C@H](C)[C@@H](CN(C)C(=O)NC2CCCCC2)Oc2c(NS(=O)(=O)c3cccs3)cccc2C1=O,0%,0%,?,1,1%,9.6%,2%,-1%,17%,2%,nt
COc1ccc(-c2ccc(=O)n(Cc3ccccc3)n2)cc1,-9%,-4%,-21%,2,0%,0.6%,1%,8%,-3%,0%,3%
CC(=O)Nc1ccccc1Sc1ccc2c3c(cccc13)C(=O)N(c1ccc(C)cc1)C2=O,-1%,-2%,16%,7,6%,0.2%,0%,5%,-3%,-7%[46.1 µM],-1%
O=[N+]([O-])c1ccccc1N/N=C/c1cc2ccccc2nc1Cl,nt,-8%,?,7,0%,0.2%,1%,10%,14%,nt,2%
N#CC1=C(N)OC2=C(CCc3ccccc32)C1c1ccccc1Cl (stereo unspecified),1%,?,?,-24,2%,13%,3%,-7%,-4%,-4%[46.1 µM],8%
C/C=C/C(=O)OCC(=O)Nc1cc([N+](=O)[O-])ccc1Cl,-3%,?,9%,-2,-1%,-1.0%,-2%,-1%,3%,-2%[46.1 µM],-2%
O=C(COC(=O)c1ccc[nH]c1=O)c1ccc(Cl)s1,-5%,-2%,-7%,-7,-1%,0.0%,4%,3%,-10%,6%,0%
O=C(c1ccccc1)c1ccc(N2CCOCC2)c(NC(=O)c2ccco2)c1,-5%,?,16µM*,-8,-5%,-0.1%,-6%,-4%,-10%,5%[46.1 µM],20%
O=C(Nc1cc(SCCO)cc([N+](=O)[O-])c1)c1ccc(Br)o1,0%,?,?,-5,0%,0.1%,6%,-2%,-11%,4%[46.1 µM],1%
CCN1C(=O)/C(=C/N(C)c2ccccc2)OC1=S,-5%,?,?,5,1%,0.1%,-8%,1%,-15%,nt,10%
CS(=O)(=O)N1CCN(c2ccccc2NC(=O)c2ccco2)CC1,-6%,4%,9%,22,0%,-0.3%,-3%,-10%,3%,3%,5%
COc1ccc(NC(=O)c2onc(C)c2Cl)cc1OC,-1%,?,?,36,-1%,-0.3%,-1%,-9%,-1%,0%,0%
Cc1ccc(NC2CCCN(C(=O)CSc3ccncc3)C2)cc1C (stereo unspecified),0%,4%,-8%,2,3%,0.0%,-3%,3%,4%,-8%,3%
COC(=O)Nc1nnc(-c2ccncc2)s1,-4%,3%,10%,4,3%,0.4%,4%,nt,6%,-4%,3%
NC(=O)c1c(NC(=O)C(=O)N2CCOCC2)sc2c1CCCC2,-3%,8%,13%,-7,2%,-0.6%,5%,-9%,3%,-4%,7%
Cc1ccc(C(=O)NCCC(=O)N2CCOCC2)cc1,-1%,0%,?,16,0%,-0.2%,0%,-2%,20%,-1%,2%
Cc1ccc(C)c(NC(=S)NCCc2c[nH]c3ccccc23)c1,0%,6%,0%,24,-5%,0.5%,1%,3%,-10%,2%,19%
Cn1nc(CC(=O)NCc2ccc(C(F)(F)F)cc2)c2ccccc2c1=O,-4%,?,?,-23,3%,-0.1%,-1%,-8%,-3%,nt,-4%
COc1ccccc1N1CCN(C(=O)CN(C)S(=O)(=O)c2cc(C)ccc2OC)CC1,-5%,12%,-30%,-10,1%,0.4%,-3%,3%,7%,-4%,0%
CC(NC(=O)C1CCC1)c1ccc2c(c1)OCO2 (stereo unspecified),-4%,-9%,3%,13,2%,-0.1%,16%,nt,14%,6%,-3%
CCCCc1cc(=O)oc2c3c(cc(OCC(=O)N4CCC[C@H]4C(=O)O)c12)OC(C)(C)CC3,0%,-1%,24%,0,2%,-0.1%,-1%,-3%,1%,0%,-2%
O=C(OCC(=O)N1CCN(C(=O)c2ccco2)CC1)c1ccccc1Cc1ccccc1,-2%,-7%,?,-8,-3%,-0.3%,1%,-5%,2%,5%,13%
Cc1ccc2nc(SCC(=O)N3CCC(C)CC3)nc(=O)n2c1,-5%,6%,19%,35,-14%,-0.2%,2%,0%,-9%,9%,4%
Cn1c(=O)cc(SCC(=O)NCc2ccco2)c2ccccc21,-11%,1%,13%,6,-6%,-0.2%,0%,-7%,5%,-3%,1%
O=C(NCC1CCCO1)c1cc(-c2ccncc2)nc2ccccc12 (stereo unspecified),1%,13%,1%,-7,1%,-1.6%,1%,-1%,15%,1%,14%
CCOc1cc(NC(=S)Nc2cccc(OC)c2)c(OCC)cc1NC(=O)C1CC1,3%,0%,?,-12,-1%,-0.9%,-1%,6%,?,-3%,-6%
COc1ccc(N2CCN(C(=O)COC(=O)c3cccc(S(=O)(=O)Nc4cccc(C)c4)c3)CC2)cc1,-2%,-4%,-9%,nt,-5%,0.5%,-6%,-8%,-3%,-6%,0%
CCOC(=O)C(C)(C)n1nnc(-c2ccc([N+](=O)[O-])cc2)n1,1%,-2%,12%,14,1%,0.1%,-9%,-1%,0%,-4%,-7%
Cc1ccc2c(c1)C(c1ccccc1)N(C(=O)CC(C)C)CC(=O)N2 (stereo unspecified),-3%,1%,9%,2,5%,-0.3%,6%,-5%,1%,-3%,-22%
Cc1cccn2c(=O)c3cc(C(=O)NCC(C)C)sc3nc12,1%,?,-2%,-13,-2%,2.9%,4%,1%,-28%,-37%,2%
O=C(CN1CCN(Cc2ccccc2)CC1)N/N=C/c1cccs1,-2%,9%,-11%,3,3%,-0.2%,1%,19%,0%,1%,3%
CCOc1ccc(-n2ccnc(SCC(=O)NCc3cccc(OC)c3)c2=O)cc1,0%,2%,?,-3,0%,-0.8%,-2%,2%,-2%,7%,8%
Cc1cccc(N(C(=O)c2snc(C(N)=O)c2N)C(C)C(=O)NCC2CCCO2)c1 (stereo unspecified),-2%,2%,9%,-1,0%,-0.2%,3%,nt,-13%,-7%,-2%
O=C(CSCc1nc2ccccc2[nH]1)Nc1ccc2ccccc2c1,-4%,-13%,?,2,1%,-0.1%,-5%,nt,-15%,-4%,-1%
COc1cc(-c2nnc(Cn3cc(C(F)(F)F)ccc3=O)o2)cc(OC)c1OC,-3%,-21%,-25%,-11,4%,0.0%,1%,4%,-30%,-1%,-4%
CC(=O)c1c(C)[nH]c(C(=O)OCc2ccc(F)cc2Cl)c1C,2%,?,9.2µM*,-23,-4%,-0.2%,1%,-5%,-14%,0%,4%
Cc1ccc(Nc2nc(N)nc(CN3CCN(C)CC3)n2)cc1,-4%,9%,?,0,-1%,0.1%,-2%,-1%,-9%,nt,-2%
N#CCc1nc(CSc2nc3ccccc3o2)cs1,-5%,?,?,8,-1%,-0.1%,-2%,-4%,0%,6%,-7%
Nc1nc(-c2ccc(Br)s2)c(Br)s1,-5%,?,?,-4,-5%,0.3%,0%,3%,-12%,-4%,21%
COc1ccc(NC(=O)Nc2cc(C)ccc2OC(F)F)c(OC)c1,-6%,12%,?,-3,3%,-0.4%,2%,-1%,-8%,-1%,1%
COC(=O)C(NC(=O)C(NC(=O)c1ccccc1)C(C)C)C(C)C (stereo unspecified),-1%,?,6%,1,4%,0.2%,-1%,4%,-29%,3%,0%
Cc1nc2sccn2c1-c1nc(-c2cc3ccccc3o2)cs1,-1%,8%,8%,-28,4%,0.5%,1%,4%,22%[15.4 µM],0%,22%
CC(C)(CO)CNC(=O)c1ccc(OC2CCN(C(=O)C3CC3)CC2)cc1,-6%,-6%,-1%,21,-1%,-0.6%,-2%,-1%,3%,6%,-6%
Cc1ccc(C)c(S(=O)(=O)N2CCCC2CNC(=O)C(=O)NCC2CCCO2)c1 (stereo unspecified),-2%,?,4%,6,-1%,0.1%,0%,-2%,-3%,-5%,2%
